From PubChem BioAssay
MmCpn inh: Inhibitors of TCP-1 ring complex (TRiC) of Methanococcus maripaludis (MmCpn): qHTS; actives 0.031% (n = 330,000); purified Mm-Cpn ATPase, ADP Transcreener TR-FRET; Potency, µM (top dose mostly 76.9 µM), without a hit: at the top dose activity, negative = inhibition, hits mostly inhibitors; Chaperonin Mm-Cpn (Methanococcus maripaludis); also: potency is read from the fitted curve at half-maximal effect; % is scaled to controls: 0 for no effect and ±100 for the full control effect; nearly all actives have a fitted effect of over 80% in size
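Reaction buffer contained 30 mM Tris pH 7.4, 100 mM KCl, 5 mM MgCl2 and 1 mM DTT. Mm-CPN (25 nM final) hydrolysed 10 uM ATP over 30 min at 37°C; ADP was read by HTRF.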
CCT chaperon mod: High-Throughput Screening for Modulators of Cytosolic Chaperonin Activity; purified chaperonin ATPase assay, HTRF ADP detection, 30 min; activity change, % (no concentration beside the values), hits read low; actives 0.3% (n = 360,000); AID 651819, 2012; in the data active = activity change below about -30%; also: % is scaled to controls: 0 for no effect and ±100 for the full control effect
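First, chaperonin was dispensed at 40 nM or 20 nM final depending on batch activity. Next, compounds were pinned at 76 uM and ATP added at 10 uM. After 30 min at 37 °C, ADP detection reagents ran 30 min at ambient temperature.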
EPAC2 antag: qHTS for Antagonist of cAMP-regulated guanine nucleotide exchange factor 2 (EPAC2): primary screen. Rap guanine nucleotide exchange factor 4 (Homo sapiens), Q8WZA2. EPAC2 GEF exchange of Rap1B-BODIPY-GDP, fluorescence. Potency, µM (top dose mostly 114 µM), for inactives: top-dose activity, negative = inhibition, usual class: inhibitors. actives 0.18% (n = 360,000). AID 720708, 2013; also: potency is read from the fitted curve at half-maximal effect; % is scaled to controls: 0 for no effect and ±100 for the full control effect; nearly all actives have a fitted effect of over 45% in size; many of its hits are not listed in these tables
WRN inhibitor: qHTS for Inhibitors of WRN Helicase; Bifunctional 3'-5' exonuclease/ATP-dependent helicase WRN (Homo sapiens), Q14191; WRN helicase unwinding, fluorescent forked duplex, kinetic; Potency, µM (highest dose often 114 µM), inactives show top-dose activity change, negative = inhibition, usual class: inhibitors; actives 0.46% (n = 360,000); also: potency is read from the fitted curve at half-maximal effect; % is scaled to controls: 0 for no effect and ±100 for the full control effect; nearly all actives have a fitted effect of over 55% in size
Target sequence (Q14191 whole entry, looked up): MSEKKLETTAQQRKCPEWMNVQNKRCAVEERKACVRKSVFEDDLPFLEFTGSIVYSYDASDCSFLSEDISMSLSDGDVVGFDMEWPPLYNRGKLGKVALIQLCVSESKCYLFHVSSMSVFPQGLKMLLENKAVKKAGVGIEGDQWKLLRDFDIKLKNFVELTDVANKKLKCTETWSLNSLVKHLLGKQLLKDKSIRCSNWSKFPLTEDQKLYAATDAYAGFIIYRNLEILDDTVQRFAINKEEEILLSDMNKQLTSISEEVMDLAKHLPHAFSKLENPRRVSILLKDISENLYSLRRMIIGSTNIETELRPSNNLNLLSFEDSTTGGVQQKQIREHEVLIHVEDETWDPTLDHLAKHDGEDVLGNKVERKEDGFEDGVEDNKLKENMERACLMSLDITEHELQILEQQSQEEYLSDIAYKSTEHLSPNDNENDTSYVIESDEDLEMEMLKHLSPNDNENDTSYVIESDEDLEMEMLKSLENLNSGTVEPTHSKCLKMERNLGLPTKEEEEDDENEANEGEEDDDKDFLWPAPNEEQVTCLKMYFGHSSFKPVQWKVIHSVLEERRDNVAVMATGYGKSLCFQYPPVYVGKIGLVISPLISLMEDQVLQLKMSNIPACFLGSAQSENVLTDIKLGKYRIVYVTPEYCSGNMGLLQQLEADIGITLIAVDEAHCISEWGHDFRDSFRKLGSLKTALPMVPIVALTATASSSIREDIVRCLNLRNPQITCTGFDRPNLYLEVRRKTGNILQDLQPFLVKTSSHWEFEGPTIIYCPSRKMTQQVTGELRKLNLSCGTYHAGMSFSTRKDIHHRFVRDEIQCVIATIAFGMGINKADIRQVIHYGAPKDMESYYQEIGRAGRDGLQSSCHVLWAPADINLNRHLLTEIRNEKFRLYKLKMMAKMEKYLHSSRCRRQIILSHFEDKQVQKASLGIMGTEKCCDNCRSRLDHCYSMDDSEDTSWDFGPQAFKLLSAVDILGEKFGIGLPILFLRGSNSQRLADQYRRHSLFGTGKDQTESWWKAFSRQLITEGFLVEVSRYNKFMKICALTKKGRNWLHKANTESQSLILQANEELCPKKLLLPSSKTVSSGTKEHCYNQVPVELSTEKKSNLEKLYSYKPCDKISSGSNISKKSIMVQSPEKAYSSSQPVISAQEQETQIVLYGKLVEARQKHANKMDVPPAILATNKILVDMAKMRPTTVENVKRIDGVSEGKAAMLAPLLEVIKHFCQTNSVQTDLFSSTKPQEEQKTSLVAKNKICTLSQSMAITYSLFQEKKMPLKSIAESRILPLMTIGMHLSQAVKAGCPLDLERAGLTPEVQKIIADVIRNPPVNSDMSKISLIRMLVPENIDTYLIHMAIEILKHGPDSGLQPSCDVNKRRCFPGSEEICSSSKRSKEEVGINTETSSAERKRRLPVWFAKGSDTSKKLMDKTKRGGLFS
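Screening of the MLSMR collection measured strand separation of a quenched forked DNA duplex (100 nM) by 20 nM WRN with 2 mM ATP, all final. Compounds were preincubated with enzyme 15 min at room temperature.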
EPAC1 antagonist: qHTS for Antagonist of cAMP-regulated guanine nucleotide exchange factor 3 (EPAC1): primary screen | EPAC1 GEF assay, Rap1b-BODIPY-GDP exchange fluorescence | Potency, µM (titrated, usually from 115 µM), for the others: top-dose activity change, negative = inhibition, hits mostly inhibitors | Rap guanine nucleotide exchange factor 3 (Homo sapiens), O95398 | AID 720709, 2013 | actives 0.14% (n = 360,000);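 also: potency is read from the fitted curve at half-maximal effect; plate controls were vehicle for no effect and positive control for full effect; nearly all actives have a fitted effect of over 50% in size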
PI5P4Ka inh: qHTS for Inhibitors of phosphatidylinositol 5-phosphate 4-kinase (PI5P4K). PI5P4Kalpha enzyme, ADP-Glo luminescence, 60 min; stronger effect = lower value. actives 1.2% (n = 330,000). Phosphatidylinositol 5-phosphate 4-kinase type-2 alpha (Homo sapiens), P48426. max response, %; active = max response of -50% or lower; inconclusive = between -30% and -50%; inactive = -30% or higher; also: value at the top dose of about 77 µM; % is scaled to controls: 0 for no effect and ±100 for the full control effect
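Luminescence from ADP-Glo served as readout of PI5P4Kalpha activity in a qHTS format. Reaction: enzyme, substrate, compound, ATP at 5 microM final, 60 min at RT.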
PLK1 PBD block: qHTS for Inhibitors of PLK1-PDB (polo-like kinase 1 - polo-box domain): Primary Screen | Serine/threonine-protein kinase PLK1 (Homo sapiens), P53350 | actives 2.8% (n = 360,000) | Plk1 PBD binding of FITC phosphopeptide, fluorescence polarization | Potency, µM, without a hit: max response, negative = inhibition, most hits filed as inhibitors; also: potency is read from the fitted curve at half-maximal effect; series mostly up to about 57 µM; % is scaled to controls: 0 for no effect and ±100 for the full control effect; nearly all actives have a fitted effect of over 65% in size
EPAC1 ag: qHTS for Agonist of cAMP-regulated guanine nucleotide exchange factor 3 (EPAC1): primary screen; Rap guanine nucleotide exchange factor 3 (Homo sapiens), O95398; EPAC1 agonist qHTS, biochemical assay; response scale: 100% = response to 6.5 mM cAMP; Potency, µM (doses to about 154 µM), for inactives: at the highest dose activation, hits mostly activators; actives 0.073% (n = 360,000); AID 720707, 2013; also: potency is read from the fitted curve at half-maximal effect; nearly all actives have a fitted effect of over 60% in size
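EPAC1 100 nM, Rap1B–BODIPY-GDP 250 nM, unlabeled GDP 50 uM; compound titration; 5 min RT; kinetic read ex480/em540 at 5-min intervals ×30 min; data normalized to 6.5 mM cAMP agonist control.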
* hit, by the source's call; ? = inconclusive; nt = not tested or not shown; [ ] = remark or other dose. Unless noted, calls follow the shape of the dose curve; as a rule, active = well fitted curve in the direction sought with a large enough effect; inconclusive = small, poorly fitted or top-dose-only effect, or another doubt; inactive = no such curve, though single readings can be large; an effect the other way counts as inactive or inconclusive.

compound	MmCpn inh	CCT chaperon mod	EPAC2 antag	WRN inhibitor	EPAC1 antagonist	PI5P4Ka inh	PLK1 PBD block	EPAC1 ag
CCOC(=O)C1CCN(C(=O)Cn2nc(C)c3c(C)n(-c4ccccc4)nc3c2=O)CC1	0.0%	-0.4	3.9%	1.7%	-1.1%	-2.8	?	1.4%
CCCc1cc2c(cc1NC(=O)c1ccc(C)cc1)OCO2	-0.5%	-2.2	3.7%[57.1 µM]	-3.6%	-6.4%	-1.0	-0.5%	-12.1%
CC1(c2ccccc2Cl)NC(=O)N(CC(=O)NCc2ccc3c(c2)OCO3)C1=O (stereo not given)	0.2%	0.1	-27.0%	-5.4%	0.6%	2.5	-4.6%	-2.5%
Cn1cc(C(=O)C(F)(F)F)c2ccccc21	-0.7%	-4.6	0.2%	-0.6%	-2.5%	-0.9	-0.4%	-8.1%
Cc1ccc2c(c1)N(CC(=O)NCC1CCCO1)C(=O)C(C(C)C)O2 (stereo not given)	2.6%	-0.7	-13.9%	-6.0%	-6.2%	11.5	0.0%	-0.2%
CCN(CC)P1(=O)OC(c2cc(OC)c(OC)c(OC)c2)=Nc2c1c(C)nn2-c1ccccc1 (stereo not given)	1.2%	0.7	-0.1%	-3.1%	5.0%	nt	-18.8%	5.4%
CC(C)(C)c1ccc(C(=O)Nc2cccc([N+](=O)[O-])c2)cc1	0.5%	-0.8	-14.9%	-7.3%	-9.4%	10.4	-1.8%	-2.4%
O=C(c1cn(-c2ccccc2)nc1-c1ccc(Br)cc1)N1CCOCC1	1.0%	-1.4	6.4%	1.4%	-7.9%	8.7	-5.5%	-7.7%
COc1cc(NC(=O)c2cc([N+](=O)[O-])ccc2Br)ccc1NC(=O)c1ccco1	0.1%	-0.2	-0.1%	-1.4%	-34.6%	-14.0	-7.0%	4.6%
Cc1ccc(S(=O)(=O)N(C)CCCC(=O)N2CCOCC2)cc1	1.0%	-0.1	-1.3%	2.1%	6.5%	-5.4	-7.8%	-9.7%
COc1cc(C)c2c(c1OC)C(=O)CC2	nt	-2.4	5.7%	-0.2%	-7.2%	-11.7	-6.4%	3.3%
Cc1ccccc1C(=O)NCCCNC(=O)c1ccccn1	-0.9%	0.4	-4.8%	2.7%	1.5%	1.0	-5.2%	0.5%
CCOC(=O)C1CCCCN1Cc1ccc(C(F)(F)F)cc1 (stereo not given)	1.4%	-2.8	10.0%	-18.3%	-1.0%	15.5	3.3%	-15.9%
CCOc1ccc2c(c1)C(c1ccc(C)cc1)=NNC(c1ccc(OC)cc1)=N2	0.3%	-0.4	-10.3%	-11.7%	-24.1%	nt	-1.0%	20.1%
Cc1ccc(N(C(=O)CNC(=O)c2ccco2)C(C(=O)NC2CCCC2)c2ccncc2)cc1F (stereo not given)	-1.4%	1.8	1.2%	8.5%	-13.8%	-11.7	-14.7%	5.5%
Cc1cc(C)nc(N2CCCC(C(=O)NNC(=O)c3ccncc3)C2)n1 (stereo not given)	0.5%	-0.1	2.9%	3.3%	-2.2%	0.4	6.5%	7.0%
CN1CCN(C(=O)c2ccc(C3SCC(=O)N3Cc3ccco3)cc2)CC1 (stereo not given)	1.7%	2.4	29.2%	-4.9%	19.2%	-4.8	-10.4%	8.3%
CC(=O)Nc1ccccc1-c1nc2ccccc2nc1OCC(=O)c1ccc(Cl)cc1	-3.0%	-1.3	-0.2%	-2.3%	-6.7%	0.1	-3.4%	0.3%
COc1ccc(-n2c(=S)[nH]c3cc(C(=O)NCc4ccccc4OC)ccc3c2=O)c(OC)c1	-3.2%	-0.1	0.2%	-4.5%	7.6%	-5.1	-0.6%	1.0%
Cc1ccc(N(C)S(=O)(=O)c2cccc(C(=O)NCCCN3CCCC3=O)c2)cc1	-1.2%	0.4	1.2%	-5.6%	-17.1%	2.4	-5.0%	-5.1%
COc1ccc(C2NCCc3c2[nH]c2ccccc32)cc1CSc1nc2ccccc2s1 (stereo not given)	-4.9%	-0.1	-6.7%	-33.1%	?	?	?	5.9%
Cc1cc(-c2nnc(SCC(=O)Nc3cccc(Cl)c3)n2N)n[nH]1	1.6%	-0.4	8.0%	-21.9%	-13.9%	-4.9	-4.6%	1.8%
O=C(NCC(c1cccnc1)N1CCOCC1)Nc1ccccc1 (stereo not given)	0.2%	-3.7	-0.6%	2.2%	-1.1%	1.3	-10.6%	7.7%
Cc1c(C(=O)NCCCN2CCOCC2)sc2ncnc(N3CCN(c4ccccc4)CC3)c12	-0.9%	-5.2	0.8%	-29.1%	-19.8%	1.5	-15.7%	10.4%

Compound profiles (already shown). Order of values: MmCpn inh	CCT chaperon mod	EPAC2 antag	WRN inhibitor	EPAC1 antagonist	PI5P4Ka inh	PLK1 PBD block	EPAC1 ag
Profile of COc1ccc(-n2c(=S)[nH]c3cc(C(=O)NCc4ccccc4OC)ccc3c2=O)c(OC)c1 : -3.2%	-0.1	0.2%	-4.5%	7.6%	-5.1	-0.6%	1.0%
Profile of COc1ccc(C2NCCc3c2[nH]c2ccccc32)cc1CSc1nc2ccccc2s1 (stereo not given) : -4.9%	-0.1	-6.7%	-33.1%	?	?	?	5.9%

(continued)
compound	MmCpn inh	CCT chaperon mod	EPAC2 antag	WRN inhibitor	EPAC1 antagonist	PI5P4Ka inh	PLK1 PBD block	EPAC1 ag
COc1ccc(CNCc2cccc3ccccc23)cc1	-1.1%	-2.5	2.4%	10.0%	-5.5%	4.4	1.7%	-5.7%
COCC(C)n1c(C)cc(C(=O)COc2ccc(S(=O)(=O)N3CCOCC3)cc2Cl)c1C (stereo not given)	2.1%	0.5	-5.9%	-10.6%	-14.9%	4.0	2.4%	9.5%
COc1ccc(CC(=O)N(C)CC(=O)Nc2c(C)cccc2C)cc1S(=O)(=O)N1CCOCC1	0.3%	-1.3	-7.6%	14.1%	3.1%	0.6	-12.5%	2.9%
COc1ccc2c(c1)C(=O)C(=O)N2	-0.8%	-3.6	7.4%	-22.6%	-8.0%	-11.5	-23.1%	-11.4%
CCOc1cc(C(=O)OCC(=O)c2c(C)[nH]c3ccccc23)ccc1OCC(=O)N1CCOCC1	1.4%	-0.5	8.7%	11.4%	2.9%	nt	2.8%	-1.9%
CCOc1ccc(/C=C(/NC(=O)c2ccccc2Cl)C(=O)O)cc1	-1.6%	-3.0	2.7%	-31.5%	-17.3%	1.5	-3.2%	-1.3%
COCCCNC(=S)NC1CC2CCCC(C1)N2Cc1ccco1 (stereo not given)	-1.5%	1.3	4.7%	-0.2%	2.4%	nt	-6.8%	6.6%
O=C(CCNS(=O)(=O)c1ccc(Br)cc1)NCc1ccc(Cl)cc1	1.5%	1.5	-2.2%	-4.3%	-11.7%	-15.0	26.7µM*	7.5%
CCc1c(C)sc(NC(=O)c2noc(C)c2[N+](=O)[O-])c1C#N	1.7%	-2.8	-3.9%	3.4%	-17.8%	-3.0	33.6µM*	-4.2%
CC(=O)Nc1cc(-c2cccc(C(=O)NCCN(C)C)c2)cn2c(-c3cccc(C(F)(F)F)c3)cnc12	nt	-2.0	-6.0%	79.4µM*	-6.8%	?	-13.0%	-4.6%
CCN(CC)CCN1C(=O)C2C(C(=O)Nc3cccc(SC)c3)C3C=CC2(O3)C1C(=O)NC1CCCC(C)C1C (stereo not given)	3.0%	0.2	-5.0%	-7.4%	-17.8%	2.1	-1.7%	4.0%
CC(NC(N)=O)C(=O)NCC(=O)OCc1ccccc1 (stereo not given)	-1.6%	-4.3	20.8%	4.6%	-12.7%	1.5	-0.8%	9.1%
CSc1ccccc1C(=O)NCCCn1ccnc1	3.0%	5.0	8.8%	-4.9%	6.0%	-0.4	8.3%	-2.5%
COCCn1c(SCC(=O)Nc2ccc(F)cc2)nc2c(c1=O)SCC2	nt	-0.1	-3.6%	-8.5%	1.0%	2.2	-12.2%	14.9%
Cc1ccc(NC(=O)c2ccc(-c3nn(C)c(=O)c4ccccc34)cc2)c(C)c1	0.2%	0.5	-5.6%	-1.0%	3.0%	-2.5	-2.4%	8.2%
O=C(Nc1ccc(Cl)c(S(=O)(=O)N2CCCCC2)c1)C1=COCCO1	-1.2%	-0.4	-4.3%	-8.7%	-16.3%	6.9	2.1%	3.9%
Cn1c(=O)c2c(nc(SCC(=O)NC34CC5CC(CC(C5)C3)C4)n2C)n(C)c1=O	0.9%	1.6	10.2%	3.6%	7.8%	nt	-10.8%	3.2%
O=C(NCc1ccc2c(c1)OCO2)c1cc(S(=O)(=O)N2CCCCC2)ccc1F	0.5%	-3.7	13.4%	-6.1%	8.1%	nt	-4.7%	8.5%
CC(C)NC(=O)Nc1ccc2c(c1)C(=O)N([C@@H](C)CO)C[C@@H](C)[C@@H](CN(C)S(=O)(=O)c1ccc(F)cc1)O2	-3.1%	-0.3	9.7%	-5.6%	-27.6%	-4.0	-22.8%	-23.7%
CC(OC(=O)CCC1CCCC1)C(=O)Nc1ccccc1[N+](=O)[O-] (stereo not given)	2.6%	-3.5	-0.2%	-3.9%	1.2%	1.5	3.1%	7.6%
CCN(c1ccc(OC)cc1)S(=O)(=O)c1csc(C(N)=O)c1	-0.7%	-3.2	-5.3%	-2.9%	-8.5%	-5.7	4.1%	-4.5%
NC(=O)C1CCN(C2OC(=O)c3ccccc32)CC1 (stereo not given)	0.8%	-1.6	0.0%[57.1 µM]	4.7%	14.8%	-5.1	-7.0%	3.0%
O=C(N/N=C/c1ccccn1)c1ccc2nc[nH]c2c1	-0.4%	-0.3	-0.8%	-19.9%	-1.3%	-16.0	-5.9%	6.1%
O=C(NC(=S)Nc1ccc2c(c1)OCCO2)c1ccccc1	1.0%	0.0	1.2%	3.9%	-7.8%	nt	-14.5%	12.5%

A portion of the library; rates above refer to the full screens.
